# Pin1 inhibitor: qHTS Assay to Find Inhibitors of Pin1 | Peptidyl-prolyl cis-trans isomerase NIMA-interacting 1 (Homo sapiens), Q13526 | Pin1 FP peptide displacement, HiFluor488, 10 min | Potency, µM (top dose mostly 115 µM), without a hit: top-dose activity, negative = inhibition, usual class: inhibitors | hit rate 0.009% among 390,000; active = well fitted inhibition curve with a large enough effect in the polarisation, with a control signal flat, not every such curve was filed as active; inconclusive = small, poorly fitted or top-dose-only effect, or effect the other way, or a change in a side signal; inactive = no such curve, though single readings can be large or run the other way; the % refers to the polarisation; also: % is scaled to controls: 0 for no effect and ±100 for the full control effect
# Target sequence (Q13526 whole entry, looked up): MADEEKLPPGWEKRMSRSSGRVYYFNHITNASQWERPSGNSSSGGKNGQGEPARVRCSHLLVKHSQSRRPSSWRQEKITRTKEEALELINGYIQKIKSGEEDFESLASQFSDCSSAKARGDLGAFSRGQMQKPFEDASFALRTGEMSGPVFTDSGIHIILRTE
# PGK inhibitor: qHTS Assay to Find Inhibitors of Phosphoglycerate Kinase. Phosphoglycerate kinase, glycosomal (Trypanosoma brucei brucei), P07378. PGK/GAPDH coupled, Kinase-Glo luminescence, 60 min. Potency, µM (doses to about 57.5 µM), without a hit: at the top dose activity change, negative = inhibition, hits mostly inhibitors. hit rate 0.043% among 380,000. AID 602233, 2012; also: % is scaled to controls: 0 for no effect and ±100 for the full control effect; nearly all actives have a fitted effect of over 60% in size
#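 Recombinant glycosomal PGK reaction used 1,3-bisphosphoglycerate generated in-well by GAPDH (100nM final) in 100mM TEA pH 7.6, 5mM MgCl2, 0.01% Tween-20. After 60 minutes at room temperature, ATP was read by Kinase-Glo Plus luminescence end-point.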
# HP1b chromo inh: HTS for Inhibitors of HP1-beta Chromodomain Interactions with Methylated Histone Tails; Chromobox protein homolog 1 (Homo sapiens), P83916; AlphaScreen HP1-beta / biotin-H3K9me3 peptide binding; Potency, µM (highest dose often 114 µM), inactives show at the top dose activity change, negative = inhibition, most hits filed as inhibitors; hit rate 0.56% among 390,000; also: nearly all actives have a fitted effect of over 70% in size; inactives centre near 23
# Target sequence (P83916 whole entry, looked up): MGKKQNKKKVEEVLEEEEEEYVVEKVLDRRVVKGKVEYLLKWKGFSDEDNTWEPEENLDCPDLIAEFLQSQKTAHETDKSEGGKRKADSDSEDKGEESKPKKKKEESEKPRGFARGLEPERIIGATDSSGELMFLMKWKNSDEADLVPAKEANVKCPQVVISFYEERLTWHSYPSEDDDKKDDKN
#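 Compound inhibition of the preformed complex between 50 nM HP1-beta and 50 nM biotinylated H3K9me3 peptide was read by AlphaScreen. Buffer was PBS pH 7.4 with 0.01% Tween-20. Incubations ran 30 min at room temperature, with 10 ug/mL donor/acceptor beads.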
# JMJD2A Tudor inh: qHTS Assay for Inhibitors of JMJD2A-Tudor Domain; Potency, µM (doses to about 114 µM), inactives show at the highest dose activity change, negative = inhibition, usual class: inhibitors; AlphaScreen JMJD2A-Tudor / H3K4me3 peptide binding; hit rate 4.4% among 390,000; Lysine-specific demethylase 4A (Homo sapiens), O75164; also: % is scaled to controls: 0 for no effect and ±100 for the full control effect; nearly all actives have a fitted effect of over 50% in size
# 12-LOX inh: Primary qHTS assay for inhibitors of human arachidonate 12S-lipoxygenase (ALOX12): Round 2; Polyunsaturated fatty acid lipoxygenase ALOX12 (Homo sapiens), P18054; purified 12hLO, xylenol orange hydroperoxide absorbance; Potency, µM (top dose mostly 108 µM), for inactives: top-dose activity change, negative = inhibition, usual class: inhibitors; hit rate 1.1% among 580,000; also: % is scaled to controls: 0 for no effect and ±100 for the full control effect
#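 Purified human 12hLO at 150 nM in 25 mM Hepes, 0.01% Triton X-100, pH 7.0, preincubated 15 min at room temperature with compound. Reaction started with 40 uM arachidonic acid, 30 min at room temperature. Hydroperoxide measured by Fe-xylenol orange, 573/405 nm absorbance ratio.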
# GLS inhibitor: qHTS for Inhibitors of Glutaminase (GLS); GLS enzymatic activity, qHTS titration; Glutaminase kidney isoform, mitochondrial (Homo sapiens), O94925; hit rate 0.21% among 410,000; Potency, µM (doses to about 45.5 µM), for the others: at the top dose activity change, negative = inhibition, hits mostly inhibitors; AID 624170, 2012; also: % is scaled to controls: 0 for no effect and ±100 for the full control effect
#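 hKGA in 45 mM KH2PO4 pH 8.2, 0.02% Tween-20 with pin-transferred compounds; 1 mM L-glutamine (stock) plus glutamate oxidase/HRP/Amplex Red coupling added. Fluorescence read initially and after 30 min at RT.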
# ERG-DNA inh: qHTS for Small Molecule Inhibitors of the ERG Ets/DNA interaction; Transcriptional regulator ERG (Homo sapiens), P11308; fluorescence polarization, His-ERG Ets domain / labelled DNA; hit rate 0.028% among 370,000; Potency, µM (highest dose often 76.9 µM), for inactives: at the highest dose FP activity, negative = inhibition, most hits filed as inhibitors; active = well fitted inhibition curve with a large enough effect in the polarisation, with a control signal flat; inconclusive = small, poorly fitted or top-dose-only effect, or effect the other way, or a change in a side signal; inactive = no such curve, though single readings can be large or run the other way; the % refers to the polarisation;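 also: polarization taken with two DNA probes labelled with fluorescein and Texas red; % of control where 0% means no effect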
#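 His-tagged ERG Ets domain (1 uM in the protein solution; 300mM KCl, 50mM Tris-HCl, 1mM EDTA, 1mM DTT, pH 7.5) received compound, then a probe mix of 5 nM fluorescein-DNA and 100nM Texas-615-DNA. Fluorescence polarization was read for both dyes.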
# TrxR1 inh: qHTS Assay for Inhibitors of Mammalian Selenoprotein Thioredoxin Reductase 1 (TrxR1): qHTS | Thioredoxin reductase 1, cytoplasmic (Rattus norvegicus), O89049 | recombinant rTrxR1, NADPH fluorescence consumption, selenite substrate | Potency, µM (doses to about 114 µM), without a hit: top-dose activity change, negative = inhibition, actives largely listed as inhibitors | hit rate 1% among 390,000 | AID 588453, 2011; also: % is scaled to controls: 0 for no effect and ±100 for the full control effect; nearly all actives have a fitted effect of over 65% in size
# Target sequence (O89049 whole entry, looked up): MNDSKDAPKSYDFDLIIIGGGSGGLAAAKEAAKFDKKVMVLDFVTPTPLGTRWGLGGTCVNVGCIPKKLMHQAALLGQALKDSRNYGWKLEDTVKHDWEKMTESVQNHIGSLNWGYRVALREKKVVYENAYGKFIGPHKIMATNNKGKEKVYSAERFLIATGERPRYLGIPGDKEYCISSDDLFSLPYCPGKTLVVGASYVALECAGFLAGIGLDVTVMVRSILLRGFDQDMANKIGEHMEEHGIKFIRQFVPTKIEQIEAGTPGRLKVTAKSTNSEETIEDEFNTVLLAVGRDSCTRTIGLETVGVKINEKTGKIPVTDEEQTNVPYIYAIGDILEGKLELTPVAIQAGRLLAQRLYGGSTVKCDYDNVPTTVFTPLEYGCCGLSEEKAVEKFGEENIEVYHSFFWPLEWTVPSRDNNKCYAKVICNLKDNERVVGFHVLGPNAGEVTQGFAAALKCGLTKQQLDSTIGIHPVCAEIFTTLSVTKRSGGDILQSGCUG
#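 Rat TrxR1 (90 nM in the dispensed reagent) was pre-reduced with 400 uM NADPH for 5 min at room temperature, then incubated with compound for 15 min. After 400 uM selenite was added, NADPH fluorescence (Ex 340/Em 450 nm) was followed for 8 min.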
# RGS4 inh: Inhibitors of Regulator of G Protein Signaling (RGS) 4: qHTS | Regulator of G-protein signaling 4 (Homo sapiens), P49798 | Transcreener GDP fluorescence polarization, RGS4-accelerated GTP hydrolysis | Potency, µM (doses to about 114 µM), for the others: top-dose activity change, negative = inhibition, hits mostly inhibitors | hit rate 0.039% among 390,000 | AID 504845, 2011; also: % is scaled to controls: 0 for no effect and ±100 for the full control effect; nearly all actives have a fitted effect of over 75% in size; some results filed as inactive show a strong effect at the top dose
# Target sequence (P49798 whole entry, looked up): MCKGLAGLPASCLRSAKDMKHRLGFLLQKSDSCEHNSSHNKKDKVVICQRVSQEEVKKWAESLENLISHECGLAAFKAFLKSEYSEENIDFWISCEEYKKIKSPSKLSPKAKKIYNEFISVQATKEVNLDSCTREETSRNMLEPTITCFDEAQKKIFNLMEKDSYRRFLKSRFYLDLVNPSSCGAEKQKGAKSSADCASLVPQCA
#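 MLSMR compounds (23 nl, pin-transferred) preincubated 10 min at room temperature with a 500nM (2x) first reagent, then RGS4 at 900nM (2x) plus Transcreener GDP mix added; fluorescence polarization (620/688 nm) read before and after 90 min at 30 °C.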
# An asterisk follows results filed as active; i = inactive; ? = inconclusive; / = not tested or not shown; [ ] = dose if it differs, or a comment. Unless noted, calls follow the shape of the dose curve; as a rule, active = well fitted curve in the direction sought with a large enough effect; inconclusive = small, poorly fitted or top-dose-only effect, or another doubt; inactive = no such curve, though single readings can be large; an effect the other way counts as inactive or inconclusive. Potency is read from the fitted curve at half-maximal effect. These rows are one share of the data, so the mix of outcomes need not match the whole.
SMILES,Pin1 inhibitor,PGK inhibitor,HP1b chromo inh,JMJD2A Tudor inh,12-LOX inh,GLS inhibitor,ERG-DNA inh,TrxR1 inh,RGS4 inh
Cc1cc(Cl)ccc1C(=O)C1CCCN(Cc2ccon2)C1 (stereo not given),-5.4%,3.3%,33.8%,-9.2%,5.7%,1.5%,-8.0%,8.3%,-4.3%
O=C1NC(=O)N(c2ccc3c(c2)OCO3)C(=O)/C1=C\c1ccsc1,20.4%,i,49.0%[activator],6.0%,?,3.8%,-0.5%,?,?
O=c1cc(CN2CC=C(c3ccccc3)CC2)c2c(ccc3ccccc32)o1,28.0%,i,39.2%[activator],-4.9%,?,-2.1%,-9.3%,11.5%,-6.0%
CCC(=NCc1ccco1)c1c(O)n(-c2ccccc2)c(=O)[nH]c1=O,0.3%,-5.4%,22.7%,-13.6%,-4.8%,2.5%,-0.8%,-13.0%,-25.0%
Clc1cccc(N2CCNCC2)n1,-1.6%,-5.4%,31.9%,-6.8%[11.4 µM],-1.6%,-2.0%,-13.4%,?,-42.0%
C(=NC1CCCCC1)c1c[nH]c2ccccc12,3.9%,-4.6%,18.0%,?,?,-9.6%,7.3%,7.8%[57.1 µM],-11.9%
CC[N+](CC)(CC)CCCOC(=O)C(O)(c1ccccc1)C1CCCCC1 (stereo not given),-6.3%,-10.0%,17.4%,-9.0%,346.4%[activator],4.5%,-10.4%,6.3%,-5.4%
O=C(O)C1(Br)CC12c1ccccc1-c1ccccc12 (stereo not given),5.9%,-0.2%,12.6%,-16.0%,-25.2%,17.2%,6.2%,4.8%[11.4 µM],29.3%
CCOc1ccc(NCc2cccn2-c2nnc(N3CCC(C(=O)NC(C)c4ccccc4)CC3)s2)cc1 (stereo not given),-3.2%,/,-12.5%,?,-0.5%,-6.6%,5.5%,10.8%,35.7%
O=c1[nH]c(=O)n(-c2ccccc2)c(O)c1N=Nc1ccc(Br)cc1,0.2%,0.7%,13.6%,-25.0%,?,6.0%,-13.0%,6.9%,14.0%
COC(=O)C1=C(c2c(C)noc2C)C[C@@H]2CC[C@H]1N2C(=O)NCCNC(C)=O,2.7%,-9.5%,62.2%[activator],-3.4%,-9.1%,-1.9%,1.9%,6.6%[57.1 µM],-16.4%
CC(=O)[C@@]1(O)CCC2C3CC[C@H]4C[C@@H](O)CC[C@]4(C)C3CC[C@@]21C (stereo not given in full),2.3%,-11.7%,24.6%,-5.5%,9.1%,-4.4%,17.3%,26.3%,-20.5%
COc1ccc(CNCCc2c[nH]c3ccccc23)c(OC)c1OC,-0.1%,13.8%,18.3%,-27.4%,0.0%,-3.9%,-0.5%,-4.1%,-13.2%
O=c1c2ccccc2nc(-c2ccc([N+](=O)[O-])cc2)n1-c1ccccc1,1.7%,-8.9%,15.8%,-17.2%,4.7%,5.5%,-2.0%,4.1%,13.8%
CN1CC(C(=O)c2ccc(F)cc2)C(c2ccc(F)cc2)C1 (stereo not given),4.9%,-9.8%,10.2%,-17.7%,27.3%,6.9%,3.1%,-18.9%,22.8%
CC(C(N)=O)N1CC(c2ccc(Cl)cc2)CC1=O (stereo not given),3.6%,i,34.7%,2.2%,9.9%,-5.2%,-4.5%,15.2%,8.8%
CCN1C(=O)NC(=O)/C(=C\c2cn(CC(=O)N3CCCCC3)c3ccccc23)C1=O,16.8%,-5.4%,30.5%,1.1%,-21.7%,-5.0%,3.5%,-44.6%,-17.8%
Cc1ccccc1-n1c(-c2ccco2)nc2ccccc2c1=O,-3.0%,0.1%,27.2%,2.8%,3.1%,6.0%,-3.8%,-16.1%,48.0%
COC(=O)c1c2[n+](cc3cc(OC)c(OC)cc13)CCc1cc(OC)c(OC)cc1-2,0.5%,-3.5%,-1.3%,-29.7%,44.7%[activator],?,-1.7%,-9.7%,5.3%
CN(C)C1(CNC(=O)Nc2ccc(Cl)c(Cl)c2)CCCCC1,-5.6%,-9.8%,-1.9%,-18.9%,-16.0%,-14.1%,4.1%,23.4%,5.7%
CC(=O)c1ccc(OCC(=O)N2CCCC(N(C)Cc3ccccc3)C2)cc1 (stereo not given),-5.1%,-9.0%,20.3%,-8.8%,-0.4%,4.0%,-7.0%,-5.5%,-0.7%
C[N+]1([O-])[C@@H]2CC(OC(=O)[C@H](CO)c3ccccc3)C[C@H]1[C@@H]1O[C@@H]12 (stereo not given in full),-2.4%,-5.2%,41.9%[activator],-3.4%,0.0%,-15.0%,-8.8%,17.6%,-41.7%
Cc1nn(Cc2ccccc2Cl)c(Cl)c1C(=O)OCC(=O)NC(=O)NC1CCCCC1,4.0%,-1.4%,4.3%,-30.3%,1.7%,6.2%,-9.8%,-8.6%,1.4%
O=P(Nc1ccccc1Cl)(c1ccccc1)c1nc2c(s1)CCCC2 (stereo not given),-2.6%,1.5%,29.9%,12.6%,0.0%,/,-9.2%,-4.0%,18.4%
Cc1ccnc(NC(=O)CCCc2ccc(N(CCCl)CCCl)cc2)n1,1.5%,-9.2%,-22.8%,?,?,4.7%,7.0%,?,-9.1%
Cc1[nH]c2ccccc2c1C(=O)C(=O)N1CCC2(CC1)OCCO2,-4.5%,7.1%,29.8%,11.0%,20.5%,-5.3%,12.3%,29.3%[57.1 µM],2.2%
CCN(CC)CCCC(C)N=C(c1ccccc1)c1c(O)n(C)c(=O)n(C)c1=O (stereo not given),-7.7%,-1.0%,71.8%[activator],-4.1%[11.4 µM],426.0%[activator],4.4%,-6.2%,-3.2%[57.1 µM],-15.7%[11.4 µM]
COC(=NC1CCCC1)C(O)c1c[nH]c2ccccc12 (stereo not given),-2.5%,-0.1%,22.8%,-15.9%,0.0%,-16.9%,0.8%,-5.0%,23.0%
COC(=O)C1CN(C#N)N(c2ccc(Cl)cc2)C12c1ccccc1-c1ccccc12 (stereo not given),?,1.2%,44.6%,?,/,-0.1%,7.5%,?,?
CN1C(=O)C(O)N=C(c2ccccc2)c2ccccc21 (stereo not given),-6.8%,-0.7%,20.6%,2.1%,90.7%[activator],-3.7%,-7.7%,28.9%,-14.8%

# Reformatted: results already given
# Values run as follows: Pin1 inhibitor, PGK inhibitor, HP1b chromo inh, JMJD2A Tudor inh, 12-LOX inh, GLS inhibitor, ERG-DNA inh, TrxR1 inh, RGS4 inh
- CCN1C(=O)NC(=O)/C(=C\c2cn(CC(=O)N3CCCCC3)c3ccccc23)C1=O
    16.8%, -5.4%, 30.5%, 1.1%, -21.7%, -5.0%, 3.5%, -44.6%, -17.8%
- COC(=NC1CCCC1)C(O)c1c[nH]c2ccccc12 (stereo not given)
    -2.5%, -0.1%, 22.8%, -15.9%, 0.0%, -16.9%, 0.8%, -5.0%, 23.0%

# Other records
SMILES,Pin1 inhibitor,PGK inhibitor,HP1b chromo inh,JMJD2A Tudor inh,12-LOX inh,GLS inhibitor,ERG-DNA inh,TrxR1 inh,RGS4 inh
COC(=O)C1=C(c2ccc(C(C)=O)cc2)C[C@@H]2CC[C@H]1N2C(=O)NC1CCCCC1,2.3%,3.3%,31.5%,-14.1%,-8.3%,1.6%,5.1%,?,-6.1%
COc1ccc(C(=O)NC(=S)NNC(=O)c2cccnc2)cc1,-1.3%,-0.6%,18.1%,-9.2%,?,-9.2%,6.2%,-19.7%,?
COc1ccn(C)c(=O)c1C#N,-3.6%,i,35.2%[activator],-1.4%,-2.1%,-2.3%,6.5%,19.9%,-0.4%
COc1ccc(CC2C(=O)N(c3ccccc3)C(=O)N(c3ccccc3)C2=O)c(OC)c1,14.0%,-8.1%,30.0%,-19.4%,?,20.2%,-1.2%,-8.6%,-9.1%
C=CCc1cc(C)ccc1OCCCC(C(=O)OCC)C(=O)OCC,-6.2%,-0.9%,166.8%[activator],3.5%,9.1%,5.3%,-0.2%,-1.0%[57.1 µM],-23.3%
S=P1(Oc2ccccc2)Nc2ccccc2N1,-6.2%,-2.6%,-7.8%,-6.3%,-17.4%,28.2%,2.7%,8.5%,-38.1%
CC(=O)c1cc(C#N)c(N2CCN(C)CC2)nc1C,-6.8%,2.6%,20.9%,3.4%[57.1 µM],-2.5%,4.6%,-0.4%,20.0%[57.1 µM],8.7%
COc1ccc(OC)c(N2C(=O)/C(=C/c3ccco3)C(=O)NC2=S)c1,?,3.55µM*,3.16µM*,1.58µM*,/,103.6%[activator],34.5%[activator],28.2µM*,?
CN1C(=O)C(=Cc2cn(CC#N)c3ccccc23)C(=O)N(C)C1=O,?,-0.8%,29.1%,-18.3%,-18.5%,7.2%,12.6%,-25.2%,-16.1%
O=C(c1ccc2c(c1)OCO2)C1CCCN(Cc2c(F)cccc2Cl)C1 (stereo not given),-5.6%,i,44.6%[activator],12.8%,2.9%,-7.3%,12.5%,10.9%,-30.8%

# Screens as filed in PubChem BioAssay.
